# Screening data deposited in PubChem BioAssay by several laboratories.
# Runt-CBFb FRET: Runt domain-CBFb interaction inhibition. Q01196+Q13951. Cerulean-Runt/Venus-CBFb FRET ratio 530/480, 1 h. inhibition, % at 20 µM. hit rate 0.46% among 220,000;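 active = inhibition over about 50% at 20 µM in the single-dose screen, limit read from the data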;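 also: 0% = DMSO wells and 100% = excess unlabeled CBFb competitor control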
#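 test system = Cerulean-tagged RUNX1 Runt domain (FRET donor) fusion protein | reagent = Venus-CBFb binding partner, 100 nM | incubation = protein complex preformed 1 h, compound exposure 1 h, room temperature, dark | detection = FRET fluorescence | read-out basis = loss of energy transfer signal | controls = 5 µM unlabeled CBFb as full-inhibition high control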
# TbHK1 inh: T. brucei hexokinase 1 inhibition | recombinant TbHK1, G6PDH-coupled NADH A340 | inhibition, % at 10 µM | hit rate 0.11% among 220,000;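 active = inhibition of 50% or more in the single-dose primary screen; inactive = inhibition below 50%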
# NCF1 inh: p47phox (human) inhibition; inhibition, % at 24.7 µM; P14598; p47phox/p22phox peptide binding, fluorescence polarization, 2 h; hit rate 0.53% among 220,000;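 active = inhibition above about 30%, limit read from the data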;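 also: 0% = p47phox with labelled peptide and 100% = labelled peptide alone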
# Hck Nef HTS: human Hck-Nef kinase inhibition; P08631; inhibition, % at 20 µM; hit rate 0.68% among 220,000; Recombinant Hck-YEEI plus Nef, Z-Lyte FRET kinase assay; AID 463187;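 active = Hck-Nef kinase inhibition above about 50%, limit read from the data; inactive = inhibition below that limit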;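 also: 0% = DMSO with Hck plus Nef and 100% = Hck alone without Nef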
# Target sequence (P08631 whole entry, looked up): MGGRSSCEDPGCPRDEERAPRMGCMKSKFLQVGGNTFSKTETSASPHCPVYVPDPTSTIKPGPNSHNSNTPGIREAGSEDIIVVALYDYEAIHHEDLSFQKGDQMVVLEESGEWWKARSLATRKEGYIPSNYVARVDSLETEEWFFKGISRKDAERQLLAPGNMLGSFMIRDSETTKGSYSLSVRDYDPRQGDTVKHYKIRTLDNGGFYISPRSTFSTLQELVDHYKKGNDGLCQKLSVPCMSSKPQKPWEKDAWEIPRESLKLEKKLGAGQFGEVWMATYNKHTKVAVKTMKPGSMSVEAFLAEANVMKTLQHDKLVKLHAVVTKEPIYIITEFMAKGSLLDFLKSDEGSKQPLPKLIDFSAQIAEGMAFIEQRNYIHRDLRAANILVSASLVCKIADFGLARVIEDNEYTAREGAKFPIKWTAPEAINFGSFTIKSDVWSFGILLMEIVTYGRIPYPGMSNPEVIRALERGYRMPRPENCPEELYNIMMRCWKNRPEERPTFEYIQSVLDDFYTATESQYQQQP
# 14-3-3 Bad PPI: disrupts binding of bovine 14-3-3 zeta to phospho-Bad peptide; P63103; TR-FRET 14-3-3zeta/Dy647-pBad peptide displacement, 1 h; inhibition, % at 21.7 µM; hit rate 0.71% among 220,000; AID 781;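 active = inhibition above about 70%, limit read from the data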;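 also: 0% = full 14-3-3 plus peptide FRET controls and 100% = background without 14-3-3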
# Target sequence (P63103 whole entry, looked up): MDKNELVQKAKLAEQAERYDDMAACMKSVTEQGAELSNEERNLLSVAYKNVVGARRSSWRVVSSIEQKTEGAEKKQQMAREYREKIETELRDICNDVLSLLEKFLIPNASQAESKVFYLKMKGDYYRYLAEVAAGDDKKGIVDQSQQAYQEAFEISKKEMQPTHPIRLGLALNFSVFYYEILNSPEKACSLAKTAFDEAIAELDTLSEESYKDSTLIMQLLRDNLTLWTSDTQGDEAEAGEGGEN
# Mdm2 ligase inh: inhibitors of human Mdm2 E3 ubiquitin ligase; Q00987; cell-based MDM2 ubiquitination luciferase reporter, 2 h; 0 = plate control, 100 = twice control, blank-subtracted; signal enhancement, % at 5 µM; hit rate 0.11% among 210,000; AID 1230;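 active = signal enhancement of 30% or more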;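 also: luminescence tracks abundance of the self-degrading MDM2-luciferase fusion protein; higher signal means inhibition of MDM2 E3 ligase activity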
#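 Assay system: mammalian cells stably expressing self-ubiquitinating, self-degrading MDM2 E3–luciferase fusion. Quantity: 2000 cells in each well. Medium: DMEM culture medium. Compound dosing: single-point 5 µM. Timing: cell settling 4 h, compound treatment 2 h, both 37 °C. Technique: luciferase luminescence. Read-out basis: percent signal gain over controls, blank-subtracted. Benchmarks: plate controls and plate blanks.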
# Runt-SMMHC FRET: inhibitors of human RUNX1 Runt domain binding to CBFb-SMMHC. Q01196+Q13951. Cerulean-Runt/Venus-CBFb-SMMHC FRET ratio 530/480, 1 h. inhibition, % at 20 µM. hit rate 0.74% among 220,000;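 active = mean inhibition across duplicate retests at 20 µM reaching about 50%, limit read from the data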;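 also: 0% = DMSO wells and 100% = wells with excess untagged CBFb-SMMHC; inhibitors lower the FRET ratio by blocking Runt binding to CBFb-SMMHC; some results filed as inactive read as strong as hits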
# L929 necroptosis: blocks zVAD induced death of L929 cells; hit rate 0.38% among 220,000; L929 zVAD necroptosis rescue, ATP luminescence, 24 h; with zVAD 60 µM; viability rescue, % at 10 µM;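 active = activation, scaled between plate controls, above about 75%, limit read from the data; inactive = activation under that limit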;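 also: 0% = zVAD with DMSO and 100% = DMSO alone without zVAD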
# EBV gp42 inh: EBV gp42 inhibition; Q1HVG2; Fluorescence polarization binding assay, mP read-out; inhibition, % (tested at 21.74 µM); hit rate 0.42% among 220,000; AID 1085; in the data active = inhibition above about 50%
# Target sequence (Q1HVG2 whole entry, looked up): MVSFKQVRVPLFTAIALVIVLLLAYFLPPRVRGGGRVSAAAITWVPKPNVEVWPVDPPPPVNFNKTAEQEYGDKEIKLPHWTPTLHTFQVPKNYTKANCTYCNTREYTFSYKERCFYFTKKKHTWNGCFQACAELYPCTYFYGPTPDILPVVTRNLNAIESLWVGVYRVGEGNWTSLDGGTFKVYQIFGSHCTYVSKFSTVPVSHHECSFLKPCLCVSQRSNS
# * hit, by the source's call; x = no result given; & = joins results of further samples; [ ] = dose if it differs, or a comment.
SMILES,Runt-CBFb FRET,TbHK1 inh,NCF1 inh,Hck Nef HTS,14-3-3 Bad PPI,Mdm2 ligase inh,Runt-SMMHC FRET,L929 necroptosis,EBV gp42 inh
CCN(CC)C(=O)/C=C/c1ccc(OC)c(S(=O)(=O)N2CCCCC2)c1,0,-7,-7,19,-12,15,3,49,-13
CCOC(=O)Cn1nnc2c(sc3nc4c(c(-c5ccccc5)c32)CCC4)c1=O,-1,-10,-3,11,1[fluorescence artefact?],14,-2,1.2,-3
CC(C)(C)C(=O)Nc1nnc(SCc2ccc(F)cc2)s1,-1,-4,-4,-3,-6,-14,0,0.9,-11
CCOC(=O)C(C)Sc1nc2c([nH]c3ccccc32)c(=O)n1C (configuration not stated),-2,-8,-5,-8,1[fluorescence artefact?],x,1,0.5,-15
CCOc1ccccc1-n1cnc(C#N)c1N,1,2,-17,1,-19,0,3,1.0,-14
CC(C)(C)NCCCOc1ccc(Cl)cc1C(C)(C)C,0,12,-6,5,32,-6,8,4.7,11
NC(=O)[C@H]1CC2(CC(c3cccc(NC(=O)COc4ccc(Cl)cc4)c3)=NO2)CN1C(=O)C(c1ccccc1)c1ccccc1 (some centres not stated),-4,-5,-35,34,3,18,-3,-0.2,-15
CCOc1ccccc1NC(=O)CSc1nnc(CNC(=O)COc2ccc(Cl)cc2)o1,-1,-3,7,6,-3,-16,-49,0.7,2
N#C/C(=C\c1ccccc1Cl)C(=O)NC(=O)Oc1ccccc1,0,-15,-18,0,4[fluorescence artefact?],-2,-3,0.2,7
O=C(CC12CC3CC(CC(C3)C1)C2)N1CCN(S(=O)(=O)c2cccs2)CC1,-3,-3,-3,3,-6,-10,-1,-0.2,-12
N#CC(c1ccc(Cl)cc1)N1CCOCC1 (configuration not stated),-2,0,5,19,-2,-18,-3,1.8,17
Cc1nnc(NC(=O)CSc2ccccn2)s1,0,5,-31,1,1,9,2,0.3,-14
Cn1c(Cc2ccccc2)nnc1SCc1nc2ccccc2c(=O)[nH]1,0,1,1,2,2,-7,2,-0.7,-17
O=C(O)Cc1n[nH]c(=O)c2ccccc12,-1,0,-4,-4,-2[fluorescence artefact?],-4,-3,x,-12
COC(=O)C1=C(C)N(Cc2ccc(C)cc2)C(=O)/C1=C\c1ccc(O)c(OC)c1,27,-13,-22,-1,-3,-5,6,-0.4,-34
O=C1C2C3c4ccccc4C(Br)(c4ccccc43)C2C(=O)N1c1ccccc1O (configuration not stated),0,0,0,-1,-1[fluorescence artefact?],-3,3,0.4,1
CCCCNC(=O)Nc1cc(C(=O)OC)ccc1Cl,-2,-3,-8,-2,-11,-6,-3,0.6,17
O=C(Nc1ccc(S(=O)(=O)Nc2ncccn2)cc1)c1ccc(N2CCCC2=O)cc1,2,-7,-28,22,0,x,-5,0.3,-19
Cc1ccc(OCC(=O)N/N=C\c2c(C)[nH]n(-c3ccccc3)c2=O)c([N+](=O)[O-])c1,1,-3,-23,13,3,-1,-3,1.8,1
Cc1c(Cl)cccc1NC(=S)NCCCN(C)C,0,27,4,1,-18[fluorescence artefact?],-7,-2,-0.5,5
CCOC(=O)C1=C(C)Nc2ccccc2N=C1NC(=O)c1cccc(S(=O)(=O)N(C)C)c1,-11,-6,-10,3,7,-23,2,-0.2,-5
COc1ccc(-c2cc(-c3ccccc3O)[nH]n2)cc1,-2,1,-11,0,7,-51,0,0.3,-2
COC(=O)/C(=C\Nc1ccc(Cl)c2ccccc12)c1ncc(C(F)(F)F)cc1Cl,-1,12,-4,8,2,-15,3,-0.3,5
Fc1cccc2sc(Nc3nc4ccccc4s3)nc12,4,38,-24,6,-14,-6,10,0.8,-22
O=C(NCCSc1ccccc1)c1ccco1,-2,3,-9,6,-14[fluorescence artefact?],-5,-8,1.3,-9
# Next results:
SMILES,Runt-CBFb FRET,TbHK1 inh,NCF1 inh,Hck Nef HTS,14-3-3 Bad PPI,Mdm2 ligase inh,Runt-SMMHC FRET,L929 necroptosis,EBV gp42 inh
Oc1ccccc1-c1nc(NCc2ccco2)c2ccccc2n1,-1,-21,17,-1,-1,-5,-27,0.4,-24
CCN(CC(=O)Nc1ccccc1C(=O)OC)S(=O)(=O)c1ccc(OC)cc1,0,-4,-10,1,-13,-18,-1,1.4,-16
COc1ccc(C(=O)OCC(=O)NC(=O)CCSc2ccccc2)cc1,-1,3,-2,2,-1,-8,1,1.5,-8
Cc1csc(SCC(=O)c2ccc(S(=O)(=O)N3CCOCC3)cc2)n1,1,5,-3,2,-5,-2,6,0.8,-19
Cc1ccc(C)c(N2CCN(C(=O)CC3Sc4ccccc4NC3=O)CC2)c1 (configuration not stated),-5,3,6,1,-8,-22,1,-0.1,1
CCC(C)NC(=O)CN(c1cc(C)cc(C)c1)S(=O)(=O)c1c(C)[nH]c(=O)[nH]c1=O (configuration not stated),1,-8,-1,13,1,-3,-2,1.6,-17
Cc1cc(C)n(/N=C\c2c(O)ccc3ccccc23)c(=O)c1C(N)=O,8,-14,0,0,0,-28,7,0.1,-14
COc1ccc(N(CC(=O)NCc2ccc3c(c2)OCO3)S(=O)(=O)c2c(C)nn(C)c2C)cc1,1,-8,4,0,-1,-19,-3,-0.1,4
CCn1nc(CC(=O)Nc2nnc(CC(=O)N3CCOCC3)s2)c2ccccc2c1=O,2,3,-13,2,45[fluorescence artefact?],-13,0,0.8,-19
CCC1CCCCN1C(=O)CCc1nnc(Cc2c[nH]c3ccccc23)o1 (configuration not stated),-2,-3,-1,13,-10,-5,0,0.4,-11
Cc1nc2c(sc3nc4c(cc32)COC(C)(C)C4)c(=O)o1,7,-5,-19,0,-5,-9,1,4.2,-14
CCC(C)(C)NC(=O)C(c1ccc(C)o1)N(C(=O)c1csnn1)c1cccc(F)c1 (configuration not stated),-6,-1,8,11,-2,-6,-8,0.0,-10
O=C(c1cncc(Br)c1)N1CCc2ccccc2C1,3,-7,-9,0,4,-7,-2,1.6,-21
Cc1ccc(C(=O)N/C(=C\C=C\c2ccccc2)C(=O)NCc2ccco2)cc1,-2,-40,-1,0,-9,3,4,1.4,12
O=C(O)c1ccccc1NC(=S)NC(=O)c1sc2ccccc2c1Cl,4,-4,-10,5,-2,-17,0,4.7,-4
O=C(O)CNc1ccc(S(=O)(=O)C(F)(F)F)cc1[N+](=O)[O-],11,-15,-5,2,2,-17,0,2.1,-11
O=C(CN1CCC(n2nnc3cc(C(F)(F)F)ccc32)CC1)Nc1ccc2c(c1)CCC2,-7,-11,-32,5,-1,5,-9,0.4,-24
COCCCN1C(=O)c2ccc(C(=O)Nc3cccc(OC)c3)cc2C1=O,-2,-2,-25,0,2,-23,-1,-0.2,-21
CCOC(=O)c1ccc(S(=O)(=O)N2CCN(C3CCCC3)CC2)cc1,x,0,-3,18,-11,1,x,0.2,-21
COc1ccccc1C(=O)N/N=C(\C)c1ccc(NC(=O)C2CC2)cc1,13,-7,-5,3,-14[fluorescence artefact?],-1,2,0.5,0
OCCSc1nc(-c2ccccc2)nc2c1CCC2,-2,36,-2,1,34,-3,1,0.1,4
COc1cc(C(=O)NCC(c2ccccc2)N(C)C)ccc1OCC(=O)N1CCOCC1 (configuration not stated),1,-1,2,14,2,-8,2,-0.9,-20
O=C(NC1CC1)C1CCN(S(=O)(=O)c2cc(Cl)ccc2Cl)CC1,x,0,-6,17,-9,3,x,0.6,0
CCN(CC)S(=O)(=O)c1cccc(-c2nnc(SCC(=O)NC)n2CCc2ccccc2)c1,-3,-3,-12,1,-9[fluorescence artefact?],-7,3,-0.1,-12
Cn1c(C(=O)NCCCN2CCN(c3ccccc3F)CC2)cc2c(=O)[nH]c3ccccc3c21,-4,-2,-3,2,0,4,0,1.4,-10
# (continued)
SMILES,Runt-CBFb FRET,TbHK1 inh,NCF1 inh,Hck Nef HTS,14-3-3 Bad PPI,Mdm2 ligase inh,Runt-SMMHC FRET,L929 necroptosis,EBV gp42 inh
CCOC(=O)c1[nH]c2cc3c(cc2c1NC(=O)CN1CCC2(CC1)OCCO2)OCO3,-2,-34,-6,0,3[fluorescence artefact?],-16,0,0.1,-13
Cc1ccc(S(=O)(=O)N2CCCCC2)cc1NC(=O)COC(=O)c1ccc(O)cc1,2,2,-20,13,-5,-5,0,0.0,-10
CC(C)CC(CC(C)C)=NNC(=O)c1ccc2c(c1)OCO2,0,1,-3,23,-14,-6,0,9.3,-3
CCS(=O)(=O)NCC(c1ccco1)N1CCN(c2ccccc2)CC1 (configuration not stated),2,4,-3,3,1,-8,0,2.2,-12
COc1ccc(NC(=S)N(CCCN2CCCC(C)C2)Cc2cccs2)cc1 (configuration not stated),1,3,-5,28,-16,-5,-1,-0.9,5
CC1CC(C)(C)CC2(C1)NC(=O)N(CC(=O)NCCc1ccc3c(c1)OCCO3)C2=O (configuration not stated),0,5,6,-23,6,0,1,1.4,8
Cn1c(SCC(=O)NNC(=O)Cc2ccccc2)nc2ccccc2c1=O,-1,-3,1,-3,1,-2,-3,2.0,-9
CCOC(=O)c1c(NC(=O)C(=O)N/N=C(\C)c2ccc(OC)cc2)sc2c1CCCCC2,-5,-27,-12,1,-6[fluorescence artefact?],-13,-15,-0.9,-2
O=C(NC1CC1)C1=C[C@@H](c2ccccc2)C[C@@H](OCCCCO)O1,-2,-2,x,9,4,x,2,0.4,-3
COc1cc(OC)cc(C(=O)Nc2ccc(-n3cnnn3)c(C)c2)c1,-1,-7,-8,2,5[fluorescence artefact?],-5,0,-0.2,-11
CCCCC(=O)Nc1ccc(N2CCN(S(C)(=O)=O)CC2)cc1,-1,5,-5,12,-1,-9,0,-0.9,-16
O=C(CN1C(=O)NC(Cc2ccccc2)C1=O)Nc1ccccc1 (configuration not stated),0,3,-6,0,-7,-7,1,-0.1,-17
Cc1nc2c(o1)CCc1ccccc1C2N1CCN(C)CC1 (configuration not stated),-2&0,-3&-3,3&1,0&-1,67&-1,-15&-6,3&-4,1.3&-0.4,-5&-3
CC(NC(=O)c1cccc(F)c1)C(c1cccs1)N1CCN(C)CC1 (configuration not stated),-1,5,5,5,9,-4,0,0.4,-28
